Bcl-xL primary = inhibitors of human Bcl-xL, primary screen, biochemical, fluorescence polarization, HTS. inhibition, % at 10.9 µM. Bcl-2-like protein 1 (Homo sapiens), Q07817. AID 2129, 2009. GST-Bcl-xL / FITC-Bim BH3 peptide fluorescence polarization. 320,000 compounds, 0.7% hits;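 active means inhibition above the mean of all tested compounds plus 3 SD, cutoff set per campaign, cut at about 30% in these data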;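 further: 0% = DMSO wells and 100% = unlabeled Bim-BH3 peptide competitor; inhibitors lower millipolarization by displacing the labeled peptide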
PME-1 primary = PME-1 inhibitors via competitive probe labeling, primary screen, biochemical, fluorescence polarization, FP-Rh probe, HTS. recombinant PME-1. inhibition, % at 5.9 µM. 320,000 compounds, 0.53% hits;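 active means inhibition above the campaign mean of all compounds plus 3 SD, cut at about 26% in these data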;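 further: competitive labeling of PME-1 active site by serine hydrolase directed probe; 0% = PME-1 with DMSO and 100% = wells lacking PME-1 enzyme; inhibitors block probe labeling so polarization falls and inhibition rises; many of its hits are not listed in these tables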
MEX-5 binding = MEX-5 zinc finger RNA-binding disruptors – biochemical, C. elegans, fluorescence polarization, MLPCN library, primary screen; Zinc finger protein mex-5 (Caenorhabditis elegans), Q9XUB2; MEX-5/FITC-TCR2 RNA binding; stronger effect = lower value; activity score (negative = inhibition of binding), % at 10 µM; 300,000 compounds, 0.38% hits;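 active means inhibition past about -25% in most replicates, and total fluorescence under double the plate's negative control median, limit read from the data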;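 further: 0% = DMSO and -100% = 5 µM competing unlabeled TCR2 RNA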
Fam108B counter = mouse Fam108B serine hydrolase inhibitors, primary screen, counter-screen for RBBP9 inhibitor project, biochemical, fluorescence polarization; recombinant Fam108B, FP-Rh probe fluorescence polarization; inhibition, % at 9.51 µM; 300,000 compounds, 0.33% hits;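 active means inhibition above the screen mean inhibition plus 3 SD, computed separately per campaign, cut at about 18% in these data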;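 further: inhibitors lower polarization as less probe binds the enzyme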
MCL1 BIM primary = inhibitors of MCL1 binding to BIM-BH3, primary screen, biochemical, fluorescence polarization; Induced myeloid leukemia cell differentiation protein Mcl-1 (Homo sapiens), Q07820; 320,000 compounds, 0.68% hits; inhibition, % at 10.9 µM; AID 2057, 2009; GST-MCL1 / FITC-Bim-BH3 fluorescence polarization;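 active means inhibition above the mean inhibition of all tested compounds plus 3 SD, set per campaign, cut at about 40% in these data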;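 further: 0% = DMSO wells and 100% = unlabeled Bim-BH3 peptide control; higher means more loss of mP so more displacement of Bim peptide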
GLD-1 TGE inh = GLD-1/TGE RNA complex disruptors, primary screen, biochemical, fluorescence polarization. Female germline-specific tumor suppressor gld-1 (Caenorhabditis elegans), Q17339. purified GLD-1 + fluorescein TGE RNA. inhibition, % at 5.96 µM. 320,000 compounds, 0.44% hits. AID 2280, 2010;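 active means percent inhibition above a per-plate cutoff, the plate mean of test compounds plus 3 SD, cut at about 30% in these data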;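 further: 0% = DMSO wells with GLD-1 and probe and 100% = wells lacking GLD-1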
Efflux pump inh = inhibitors of Candida efflux pumps in yeast, primary screen, S. cerevisiae, Nile Red, multiplex; S. cerevisiae Candida pump triplex; inhibition, % at 10 µM; 330,000 compounds, 0.44% hits; AID 485275, 2010;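 active means plate passing quality check with inhibition over a set limit, or well fluorescence over plate mean plus 4 SD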;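 further: Nile Red retained in pooled yeast measured as flow cytometry median fluorescence; 0% = buffer negative control and 100% = Enniatin B positive control; higher means more Nile Red kept so more efflux inhibition; some compounds called inactive have numbers as strong as hits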
GRK2 inh = compounds blocking aptamer binding on GRK2 – biochemical, human GRK2, bead flow cytometry, HTS, primary screen; Beta-adrenergic receptor kinase 1 (Homo sapiens), P25098; FAM-aptamer displacement from GRK2; inhibition of aptamer binding, % at 10 µM; 330,000 compounds, 0.59% hits;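 active means inhibition of aptamer binding above 40%, roughly 3 SD of noise, on plates passing a quality check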;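 further: median bead fluorescence of bound FAM aptamer so fluorescent compounds give negative values; no value below 0 was filed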
VLA-4 inh = inhibition in human VLA-4 binding assay, primary screen, VLA-4 allosteric modulator project, MLPCN library, flow cytometry, VLA-4 expressing cells; Integrin alpha-4 (Homo sapiens), P13612; AID 2557, 2010; ligand binding flow cytometry; inhibition, % (about 7 µM as worked out from the volumes in the protocol); 330,000 compounds, 0.2% hits; in the data active means inhibition above about 50%
Target sequence (P13612 whole entry, looked up): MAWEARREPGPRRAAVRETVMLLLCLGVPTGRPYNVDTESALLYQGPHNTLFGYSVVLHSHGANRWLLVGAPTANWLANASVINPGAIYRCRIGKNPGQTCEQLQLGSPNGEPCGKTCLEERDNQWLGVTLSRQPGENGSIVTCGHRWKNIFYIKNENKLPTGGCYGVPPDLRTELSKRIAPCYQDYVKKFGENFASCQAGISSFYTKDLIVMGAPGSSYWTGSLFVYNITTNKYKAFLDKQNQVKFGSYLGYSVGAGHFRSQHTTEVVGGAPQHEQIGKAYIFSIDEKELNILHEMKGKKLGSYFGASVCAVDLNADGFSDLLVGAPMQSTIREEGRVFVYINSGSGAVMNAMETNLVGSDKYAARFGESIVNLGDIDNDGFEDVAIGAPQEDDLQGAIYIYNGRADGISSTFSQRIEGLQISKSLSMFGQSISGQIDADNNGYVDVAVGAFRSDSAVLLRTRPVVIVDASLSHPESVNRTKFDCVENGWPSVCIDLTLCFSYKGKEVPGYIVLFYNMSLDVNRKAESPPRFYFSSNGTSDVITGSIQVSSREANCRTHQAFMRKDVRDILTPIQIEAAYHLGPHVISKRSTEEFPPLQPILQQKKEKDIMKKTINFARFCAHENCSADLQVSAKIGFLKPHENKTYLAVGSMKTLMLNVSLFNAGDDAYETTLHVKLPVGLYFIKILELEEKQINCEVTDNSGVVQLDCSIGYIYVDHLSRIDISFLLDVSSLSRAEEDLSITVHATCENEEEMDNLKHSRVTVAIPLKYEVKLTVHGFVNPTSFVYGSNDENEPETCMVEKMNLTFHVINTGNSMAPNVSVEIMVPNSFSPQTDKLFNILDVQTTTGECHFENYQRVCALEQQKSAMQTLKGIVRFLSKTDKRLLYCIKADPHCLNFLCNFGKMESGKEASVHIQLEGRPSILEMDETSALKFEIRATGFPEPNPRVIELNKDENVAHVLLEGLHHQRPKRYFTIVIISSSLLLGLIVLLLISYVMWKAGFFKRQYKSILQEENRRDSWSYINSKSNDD
Active calls of the source: *; x = no result given. An excerpt. The share of hits here may be higher or lower than overall.

| structure | Bcl-xL primary | PME-1 primary | MEX-5 binding | Fam108B counter | MCL1 BIM primary | GLD-1 TGE inh | Efflux pump inh | GRK2 inh | VLA-4 inh |
| --- | --- | --- | --- | --- | --- | --- | --- | --- | --- |
| CCOc1ccc(C(=O)CCC(=O)NNC(=O)c2ccccc2O)cc1 | -1 | -5 | -3.9 | 1 | 3 | -6 | 0.4 | 1 | 11 |
| COc1ccccc1C(=O)Nc1ccnn1C1CCN(Cc2csc(C(C)=O)c2)CC1 | 0 | 4 | 0.8 | -4 | -3 | -3 | -0.1 | 0 | 10 |
| COc1cccc(NS(=O)(=O)c2c(C)n(C)c(=O)n(C)c2=O)c1 | -3 | 5 | 2.1 | 4 | -7 | 0 | 0.0 | 84* | -5 |
| Cc1c(C(=O)NCc2ccccn2)sc2nc(-c3ccc(F)cc3)cn12 | 6 | -9 | -2.2 | 3 | 10 | 2 | -0.1 | 0 | -1 |
| Nc1ccccc1SCC(=O)Nc1cccc2ccccc12 | -1 | 0 | -0.8 | -3 | 6 | -2 | -0.2 | 3 | -5 |
| COCCn1c(NCc2ccc(C)cc2)nc2c1c(=O)[nH]c(=O)n2C | 3 | -3 | -0.7 | 2 | 5 | 1 | -0.3 | 6 | 0 |
| O=C(Nc1ccccc1F)c1ccc(CSc2ncccn2)cc1 | -13 | -2 | 2.1 | 5 | -16 | 5 | 0.3 | 0 | -2 |
| COc1ccc(CC(=O)Nc2c3c(nn2-c2cccc(Cl)c2)CS(=O)(=O)C3)cc1 | 3 | -2 | -0.9 | 13 | -6 | 3 | -0.2 | 1 | -2 |
| CN(C)S(=O)(=O)c1ccc(C(=O)Nc2nnc(SCc3cccc(F)c3)s2)cc1 | 3 | 0 | -3.1 | 1 | 5 | 1 | 0.1 | 5 | -79 |
| COC(=O)[C@H](C)NC(=O)NCc1ccc(F)cc1 | 0 | 1 | 0.5 | -2 | -1 | 2 | 0.2 | 0 | 7 |
| Nc1cccc(-c2cc3ccccc3oc2=O)c1 | 2 | -1 | -1.7 | 2 | 5 | -5 | -0.2 | 0 | -2 |
| CC1(C)CC(=O)C2=C(C1)NCN(Cc1ccc3c(c1)OCO3)C2 | 1 | 1 | -0.2 | 1 | -2 | 6 | 0.2 | 2 | -1 |
| O=C(NCc1cccs1)C(=O)NCC1OCCCN1S(=O)(=O)c1cc(F)ccc1F (stereo not given) | 1 | -1 | 2.6 | 2 | 4 | 2 | 0.1 | 1 | -7 |
| CCn1c(SCc2ccccc2)nc2cc(OC)c(OC)cc2c1=O | 3 | -8 | -5.2 | 5 | 3 | -4 | -0.1 | 0 | 0 |
| O=C(N/N=C/c1c[nH]c2ccccc12)c1cc(-c2ccc3ccccc3c2)n[nH]1 | 1 | 29* | -1.1 | 11 | -5 | 4 | 0.3 | 0 | 15 |
| COc1ccc(S(=O)(=O)N(C)CC(=O)Nc2ccc(C(F)(F)F)cc2)cc1Cl | 4 | -1 | -0.1 | -1 | -1 | 4 | -0.2 | 2 | 10 |
| CCOc1ccc(NC(=O)CSc2nnnn2C2CC2)cc1S(=O)(=O)N1CCCC1 | -4 | -2 | x | x | -3 | 3 | 0.6 | 4 | -11 |
| Cc1sc2ncnc(NCc3ccco3)c2c1C | 7 | -5 | -2.0 | 4 | 11 | -3 | 0.0 | 1 | -1 |
| O=C1Nc2ncccc2OC1CCCl (stereo not given) | 1 | -4 | 0.4 | 2 | 1 | -6 | -0.1 | 2 | -2 |
| CS(=O)(=O)c1ccc(NC(=O)c2cccc(S(=O)(=O)N3CCN(Cc4ccccc4)CC3)c2)cc1 | -4 | -8 | -3.6 | -13 | -12 | 0 | -0.2 | 1 | 11 |
| COc1ccccc1Oc1ccc(N/C=C/C(=O)c2ccco2)cc1 | -6 | 15 | -0.1 | 6 | -9 | -17 | -0.2 | 0 | 4 |
| COC(=O)NC1(C(=O)O)CCCC1 | 4 | -2 | -2.0 | 1 | 1 | -2 | 0.2 | 0 | 7 |
| COc1ccc(CC(=O)O/N=C(\N)Cc2ccc(OC)c(OC)c2)cc1 | 0 | 1 | 0.3 | -4 | 1 | -5 | 0.0 | 2 | 19 |
| COc1ccc(N(CC(=O)NC2CCCC2)C(=O)c2ccc(N3CCCCC3)nc2)cc1 | 4 | -5 | -1.4 | 1 | 0 | 5 | -0.1 | 1 | 20 |
| Cc1ccc(OC(=O)CCC(=O)Nc2ccc(Br)cc2)cc1 | -1 | 6 | -1.6 | 0 | 6 | -1 | 0.1 | 4 | 13 |
| COc1ccc(-c2cc(C(=O)N(C)Cc3ccc(OC)c(OC)c3OC)c3ccccc3n2)cc1OC | 0 | 1 | 2.4 | 0 | 0 | 5 | -0.4 | 1 | -13 |
| CC1(C)Cc2ccccc2C(NNC(=O)c2ccc(Br)o2)=N1 | 5 | 6 | -0.7 | -2 | 7 | -4 | -2.8 | 4 | 1 |
| C/C(=N\Nc1ccccc1)c1cccc(N)c1 | x | x | 2.1 | x | x | x | 0.0 | 0 | 0 |
| CCOC(=O)C1=C(C(F)(F)F)Nc2ncnn2C1c1cc(OC)ccc1OC (stereo not given) | 0 | 3 | -3.9 | -1 | 4 | 2 | -0.1 | 0 | -16 |
| CCc1ccc(-c2nc(CSCC(=O)NCCCN3CCCC3=O)c(C)o2)cc1 | 6 | 4 | 0.2 | -2 | 5 | 4 | 0.0 | 0 | 6 |
| NS(=O)(=O)c1ccc(OC(=O)CNC(=O)OCc2ccccc2)cc1 | 6 | 0 | -1.2 | -4 | -5 | 3 | -0.1 | 6 | 15 |
| CC(C)CC(=O)c1c[nH]c(C(=O)NCCCN2CCOCC2)c1 | 2 | -1 | 1.3 | -1 | 0 | 0 | 0.0 | 2 | 4 |
| COc1ccc2nc(C)cc(SCC(=O)N/N=C/c3ccc(O)cc3O)c2c1 | -1 | -4 | -3.8 | -2 | 3 | 2 | -1.5 | 2 | -12 |
| O=C(NCCC1CCCCN1S(=O)(=O)c1ccccc1)C(=O)Nc1ccc(F)cc1F (stereo not given) | 0 | -3 | 0.6 | 2 | 9 | 0 | 0.0 | 2 | 10 |
| CN(C)C(CNC(=O)c1ccc2c(=O)n(-c3ccccc3F)c(=S)[nH]c2c1)Cc1ccccc1 (stereo not given) | 10 | -10 | 0.5 | 0 | 5 | -1 | -0.9 | 0 | 5 |
| COc1cc(OC)cc(C(=O)NCC(=O)OCc2ccc(Cl)c(Cl)c2)c1 | -4 | -1 | x | x | -9 | 1 | -0.1 | 0 | 0 |
| CCn1cc(NC(=O)CCl)c(C)n1 | 10 | 5 | 1.9 | -5 | 0 | -2 | 0.0 | 1 | 2 |
| COc1ccc(S(=O)(=O)Nc2nnc(C(C)(C)C)s2)cc1 | 7 | 7 | 0.8 | -3 | 10 | 3 | 0.0 | 0 | 11 |
| CC(=O)c1ccccc1NC(=O)C1CC(=O)N(c2ccc3c(c2)OCCO3)C1 (stereo not given) | 1 | 0 | x | x | -1 | 1 | 0.0 | 3 | -7 |
| O=[N+]([O-])c1ccc(OCCCOc2cccc3cccnc23)cc1 | 6 | 6 | 2.5 | 4 | 2 | 3 | 0.0 | 2 | 0 |
| O=C(C1CCCO1)N1CCN(S(=O)(=O)c2cccc3nsnc23)CC1 (stereo not given) | 4 | 0 | -2.4 | 1 | -6 | 2 | -0.1 | 0 | 6 |
| COc1ccc(CNC(=O)CCc2nnc3ccc(N4CCC5(CC4)OCCO5)nn23)cc1 | 9 | 2 | 1.3 | 2 | 2 | 10 | 0.0 | 0 | 2 |
| Cc1nn(CCO)c2nc(-c3cccs3)cc(C(F)(F)F)c12 | 3 | -2 | -0.1 | -1 | -6 | 1 | 0.1 | 0 | 8 |
| CCOC(=O)C1=C(CC)Nc2ccccc2N/C1=N\S(=O)(=O)c1cccc(C(C)=O)c1 | x | x | x | x | x | 2 | 0.1 | 2 | -2 |
| CCOC(=O)C1(CC2CCCCO2)CCN(Cc2nccn2-c2ccc(OC)cc2)CC1 (stereo not given) | 5 | -2 | -0.3 | 1 | 7 | 6 | 0.1 | 1 | 3 |
| Cc1cc(OCC(=O)N2CCN(c3ccccc3)CC2)c2c(C)cc(=O)oc2c1 | 2 | -2 | -0.5 | -4 | -3 | -5 | 0.1 | 0 | -7 |
| O=C(COc1ccccc1/C=C1/NC(=O)NC1=O)Nc1ccccc1 | -5 | -2 | 1.1 | 1 | -18 | -1 | -0.2 | 1 | -15 |
| O=C(O)c1cc2cc(Cl)ccc2oc1=O | 1 | 6 | 3.1 | -3 | 0 | 6 | -0.1 | 0 | 15 |
| C=CCn1c(SCC(=O)NC(=O)NCc2ccco2)nc2sc(CC)cc2c1=O | 5 | -13 | 1.2 | -1 | 7 | 2 | 0.3 | 9 | 3 |
| COC(=O)N/N=C(/c1ccccc1)C1CCCCC1 | 1 | 1 | 1.9 | 2 | 4 | -2 | 0.0 | 1 | 4 |
| COc1cccc(CN2CCNC(=O)C2CC(=O)NCCn2cccn2)c1OC (stereo not given) | 15 | -1 | -6.8 | 11 | 20 | 9 | 0.0 | 0 | 8 |
| CC(=O)CCc1ccc(Oc2nc(-c3cccnc3)nc3ccccc23)cc1 | -7 | 1 | -3.3 | -3 | -5 | 8 | 0.1 | 0 | -9 |
| Nc1nc(SCC(=O)Nc2cc(Cl)ccc2Cl)n[nH]1 | x | x | x | x | x | -13 | -0.1 | 0 | 2 |
| CCCNC(=O)C1CN(S(=O)(=O)c2ccccc2)CCN1S(=O)(=O)c1ccccc1 (stereo not given) | 0 | 7 | 1.8 | 0 | -4 | 2 | 0.2 | 0 | 13 |
| COc1ccc(C(=O)Nc2ccc(C(=O)c3ccccc3)cc2)cc1 | 2 | 1 | 1.1 | -4 | 8 | 2 | -0.1 | 0 | 7 |
| Cc1cccc(N(C(=O)c2csnn2)C(C(=O)NCc2ccccc2)c2cccs2)c1 (stereo not given) | -3 | -5 | -1.9 | 3 | 1 | 1 | -0.3 | 0 | 4 |
| CCOC(=O)n1c(=O)n(Cc2ccccc2Cl)c2ccccc21 | 5 | -4 | 2.8 | 4 | 11 | 8 | 0.1 | 1 | -3 |
| COc1ccccc1C(O)(C(=O)NNc1cccc(C)c1)c1ccccc1OC | 6 | 0 | 1.7 | 2 | 5 | 7 | -0.1 | 3 | 14 |
| CC(C)n1c(=NC(=O)c2ccco2)c(C#N)cc2c(=O)n3ccccc3cc21 | 28 | -4 | -7.1 | 6 | 29 | 16 | 0.0 | 0 | -3 |
| c1coc(CNc2nc(N3CCCCC3)nc3ccccc23)c1 | 1 | 3 | 0.7 | 4 | 0 | 6 | -0.1 | 0 | 5 |
| COCCCNC(=O)c1ccc(Cn2c(=O)[nH]c3ccccc3c2=O)cc1 | 1 | 0 | x | -1 | -3 | -1 | -0.2 | 0 | -12 |
| Cc1cc(OCC(=O)Nc2nnc(C3CC3)s2)ccc1C(C)C | 1 | -23 | x | x | 4 | -2 | 0.2 | 0 | -8 |

Source: PubChem (several laboratories)
